C2C12 statin: protects C2C12 myotubes from simvastatin toxicity | ATP luminescence, 48 h; scaled: DMSO 0, geranylgeraniol control 100 | rescue of ATP level, % at 7.49 µM | 330,000 tested, 0.78% active;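 active = mean ATP rescue above about 67%, or every replicate alone reaching that limit, limit read from the data, passing the limit was not always enough; inconclusive = no clear call, values can overlap the other calls; inactive = mean under the limit and some replicate under it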;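 note: myotubes were challenged with 10 µM simvastatin during compound exposure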
DENV2 CPE rescue: protects cells from dengue virus 2 cytopathic effect. DENV2-infected cells, cytopathic effect rescue, plate reader. 350,000 tested, 1.7% active. CPE inhibition, % at 9.99 µM. AID 651640; in the data active = CPE inhibition above about 20%, passing the limit was not always enough; inconclusive = no clear call, values can overlap the other calls; tested in BHK-21 cells;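 note: 0% = median of neutral control wells and 100% = median of positive control wells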
E-selectin induc: E-selectin induction on HUVECs | HUVEC E-selectin immunofluorescence imaging; normalized: neutral wells 0, TNF-alpha wells 100 | activation, % at 7.58 µM | P16581 | 260,000 tested, 0.37% active;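 active = mean E-selectin-positive cell signal at least 10% of the positive control, reached in at least 60% of replicates, without over 20% cell loss; inconclusive = no rule given, readout overlaps actives, possibly toxicity-flagged; inactive = the rest, including those meeting only one limit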;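 note: in these data hits start at about 27%; measured in HUVEC primary endothelial cells; signal is the percent of cells scored E-selectin positive by PE staining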
Target sequence (P16581 whole entry, looked up): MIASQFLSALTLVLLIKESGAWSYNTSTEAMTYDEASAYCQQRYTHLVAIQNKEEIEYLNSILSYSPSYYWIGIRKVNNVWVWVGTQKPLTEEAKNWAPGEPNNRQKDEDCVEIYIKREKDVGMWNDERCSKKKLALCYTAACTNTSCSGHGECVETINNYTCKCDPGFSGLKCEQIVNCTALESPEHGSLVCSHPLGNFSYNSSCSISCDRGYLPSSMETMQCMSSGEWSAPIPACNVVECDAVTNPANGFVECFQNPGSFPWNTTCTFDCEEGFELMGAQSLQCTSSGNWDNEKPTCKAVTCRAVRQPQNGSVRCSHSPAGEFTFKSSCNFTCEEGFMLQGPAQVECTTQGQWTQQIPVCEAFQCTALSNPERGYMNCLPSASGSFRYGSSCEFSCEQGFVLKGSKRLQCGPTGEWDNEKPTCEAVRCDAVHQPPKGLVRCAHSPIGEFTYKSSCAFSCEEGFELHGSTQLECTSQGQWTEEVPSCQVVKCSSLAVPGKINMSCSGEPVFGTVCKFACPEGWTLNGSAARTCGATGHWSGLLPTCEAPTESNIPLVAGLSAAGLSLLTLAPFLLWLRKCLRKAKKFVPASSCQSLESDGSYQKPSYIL
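Assay system: HUVEC, human umbilical vein endothelial cells / Amount: 3,000 HUVEC/well / Controls: TNF-alpha positive control, DMSO neutral control / Compound dosing: single concentration / Medium: EGM-2 over gelatin coat / Evaluation: percent E-selectin-positive cells / Signal: immunofluorescence imaging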
ERp5 block: ERp5 (human) disulfide isomerase inhibition; Q15084; ERp5 insulin aggregation, absorbance 650 nm, 90 min; inhibition, % at 9.99 µM; 350,000 tested, 0.05% active;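 active = mean replicate inhibition above about 25%, with every replicate also reaching it, limit read from the data, passing the limit was not always enough; inconclusive = only one of those two criteria met; inactive = neither criterion met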
PglD inh: PglD (C. jejuni) enzyme inhibition; inhibition, % at 12.5 µM; 360,000 tested, 0.098% active; purified PglD enzyme, DTNB colorimetric CoA detection; in the data active = inhibition above about 16%, passing the limit was not always enough; inconclusive = no clear call, values can overlap the other calls; note: strong numbers were not always called active
S100A4 inh HTS: inhibitors of human S100A4 binding to myosin IIA peptide. 360,000 tested, 0.14% active. S100A4/TAMRA-MyoIIA peptide fluorescence polarization. P26447. inhibition, % at 10.7 µM;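 active = mean inhibition of at least 70% across replicates, with every replicate also reaching that level; inconclusive = mean inhibition reaches 70% but some replicates fall short; inactive = mean inhibition below 70%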
Target sequence (P26447 whole entry, looked up): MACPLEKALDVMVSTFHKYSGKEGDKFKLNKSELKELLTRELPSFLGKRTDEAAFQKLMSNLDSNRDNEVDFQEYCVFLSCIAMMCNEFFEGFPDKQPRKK
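Assay system: human S100A4 monomer with TAMRA-labelled myosin IIA peptide / Buffer or medium: Calcium-containing HEPES buffer, pH 7.2 / Reagent: TAMRA-labelled myosin IIA heavy-chain peptide probe, 5 nM / Compound: one dose per compound / Timing: polarization read 5 min after assay mix addition, stable 5–60 min / Benchmarks: neutral control DMSO, positive control TFP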
SIRT5 inh: sirtuin-5 (human) deacylase inhibition; inhibition, % at 15 µM; Purified SirT5, succinyl-peptide AMC, trypsin-coupled fluorescence; Q9NXA8; 330,000 tested, 1.1% active; in the data active = inhibition above about 15%; inconclusive = no clear call, values can overlap the other calls
Target sequence (Q9NXA8 whole entry, looked up): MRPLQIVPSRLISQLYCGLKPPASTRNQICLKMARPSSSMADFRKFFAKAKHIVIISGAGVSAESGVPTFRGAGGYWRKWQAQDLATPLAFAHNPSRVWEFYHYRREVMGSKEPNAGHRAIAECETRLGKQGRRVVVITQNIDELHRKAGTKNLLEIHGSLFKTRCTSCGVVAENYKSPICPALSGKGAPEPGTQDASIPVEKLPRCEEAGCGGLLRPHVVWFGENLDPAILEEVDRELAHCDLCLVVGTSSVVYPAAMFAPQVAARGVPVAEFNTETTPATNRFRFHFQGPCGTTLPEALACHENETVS
Active calls of the source: *; ? = inconclusive; . = no result given. An excerpt. The share of hits here may be higher or lower than overall.

| SMILES | C2C12 statin | DENV2 CPE rescue | E-selectin induc | ERp5 block | PglD inh | S100A4 inh HTS | SIRT5 inh |
| --- | --- | --- | --- | --- | --- | --- | --- |
| O=C(COC(=O)c1ccc(Cl)c(S(=O)(=O)N2CCCCC2)c1)NCC1CCCO1 (centres undefined) | . | . | 3.4 | -2.3 | . | -1.8 | -5.5 |
| c1ccc2c(c1)OCCc1c-2[nH]c2ccccc12 | 7.2 | 5.5 | . | 4.5 | 0.1 | -3.3 | -13.3 |
| COc1ccc(C(CC(=O)N2CCCCC2)c2c(OC)cc(OC)c3ccc(=O)oc23)cc1 (centres undefined) | 24.5 | 0.0 | -0.1 | 3.4 | 4.5 | -0.1 | 6.3 |
| CO[C@@H]1CN(C)C(=O)c2cc(NC(=O)c3ccc(F)cc3)ccc2OC[C@@H](C)NC[C@@H]1C | 0.4 | . | 0.8 | . | -0.3 | . | . |
| CCCCN(C)C(=O)c1ccc2c(c1)N(CC)C(=O)c1ccccc1S2=O (centres undefined) | -4.2 | 10.9 | -0.1 | -4.9 | -8.0 | 3.3 | -6.5 |
| CC(C)(C)c1ccc(OCCC(=O)Nc2ccc(N3CCOCC3)cc2N2CCOCC2)cc1 | -2.7 | 12.3 | 0.3 | 0.4 | 8.8 | 7.3 | 3.2 |
| CCN(C[C@@H]1[C@@H](c2ccccc2)[C@H](CO)N1Cc1cccnc1)C(C)=O | -3.3 | -3.6 | 0.3 | -2.4 | -2.6 | 28.2 | -1.6 |
| CS(=O)(=O)N1CC2(C1)[C@H](c1ccccc1)[C@@H](CO)N2Cc1ccccn1 | . | -5.4 | -0.4 | -1.5 | . | 49.4 | -1.3 |
| O=C1c2ccccc2C(=O)N1CCCc1cn(C[C@H]2CC[C@@H]([C@@H]3CC[C@H](Cn4cc(CCCN5C(=O)c6ccccc6C5=O)nn4)O3)O2)nn1 | 9.8 | -4.5 | -0.1 | -2.9 | 1.3 | -7.3 | . |
| COc1ccc2c(c1)C(=O)C(=O)N2CC1COc2ccccc2O1 (centres undefined) | -4.8 | 7.0 | 1.0 | -12.1 | 1.3 | 0.2 | -2.4 |
| COc1ccc(NC(=O)/C(=C\c2ccc(F)cc2)NC(=O)c2ccco2)cc1 | 3.9 | 2.0 | -0.2 | -2.5 | -1.3 | -1.8 | . |
| O=C1C=C(c2ccc(-c3ccccc3)c(F)c2)C[C@@H](c2ccc(F)cc2)C1 | 16.4 | 0.2 | 0.4 | 3.5 | 0.7 | -5.4 | . |
| CC(=O)N1Cc2cc(C(=O)NCc3cccc(F)c3)nc(-c3cccc(C4=CCCC4)c3)c2[C@H]1CCO | . | -10.6 | 0.4 | 1.0 | . | 15.3 | . |
| CCCCn1nc2cc(C(=O)NCC34CC5CC(CC(C5)C3)C4)ccc2c1OCC | -32.7 | 7.8 | 0.0 | 8.9 | -2.2 | -1.7 | -2.9 |
| COc1ccccc1NS(=O)(=O)c1ccc(NC(=O)c2ccccn2)cc1 | -10.0 | 9.1 | -2.3 | 5.8 | 2.8 | -6.3 | -1.3 |
| COc1cccc(N2CCN(C(=O)c3cc4c(OC)c(OC)c(OC)cc4[nH]3)CC2)c1 | ? | -1.1 | -0.4 | ? | 4.2 | 4.0 | -2.2 |
| COc1ccccc1S(=O)(=O)N[C@@H]1CC[C@@H](CCNC(=O)C2CCC2)O[C@H]1CO | -0.9 | -11.6 | -0.9 | -13.2 | 5.3 | -0.7 | 0.9 |
| Cc1cccc(C)c1-n1nnnc1C(c1ccnc2ccccc12)N1CCN(c2ccccc2F)CC1 (centres undefined) | . | ? | 0.4 | 0.4 | . | 0.1 | 0.3 |
| Cc1ccccc1S(=O)(=O)N[C@H]1CC[C@H](CCn2cc(Cc3ccccc3)nn2)O[C@@H]1CO | 2.4 | -0.1 | 0.9 | 5.9 | 0.9 | 4.0 | -1.8 |
| N#CCN(C(=O)CSc1nnc(C2CC2)n1C1CC1)c1ccccc1 | 7.1 | 3.8 | -0.1 | 7.5 | -1.2 | 3.2 | . |

Grouped by structure: the entries above containing an NH in an aromatic ring.
| SMILES | C2C12 statin | DENV2 CPE rescue | E-selectin induc | ERp5 block | PglD inh | S100A4 inh HTS | SIRT5 inh |
| --- | --- | --- | --- | --- | --- | --- | --- |
| c1ccc2c(c1)OCCc1c-2[nH]c2ccccc12 | 7.2 | 5.5 | . | 4.5 | 0.1 | -3.3 | -13.3 |
| COc1cccc(N2CCN(C(=O)c3cc4c(OC)c(OC)c(OC)cc4[nH]3)CC2)c1 | ? | -1.1 | -0.4 | ? | 4.2 | 4.0 | -2.2 |

Back to the main list, repeating the two entries before the break.
structure,C2C12 statin,DENV2 CPE rescue,E-selectin induc,ERp5 block,PglD inh,S100A4 inh HTS,SIRT5 inh
Cc1ccccc1S(=O)(=O)N[C@H]1CC[C@H](CCn2cc(Cc3ccccc3)nn2)O[C@@H]1CO,2.4,-0.1,0.9,5.9,0.9,4.0,-1.8
N#CCN(C(=O)CSc1nnc(C2CC2)n1C1CC1)c1ccccc1,7.1,3.8,-0.1,7.5,-1.2,3.2,.
COc1ccc([C@H]2CC(=O)C=C(c3cccc(CO)c3)C2)cc1,0.7,-22.6,0.2,-2.1,4.0,-1.7,.
CCOc1ccccc1NC(=O)CN(c1ccc(OC)cc1)S(=O)(=O)c1c(C)[nH]c(=O)[nH]c1=O,19.5,-7.0,.,-2.0,-1.9,-3.5,-0.3
Cc1ccc(N(CC(O)Cn2c3ccccc3c3ccccc32)S(C)(=O)=O)cc1 (centres undefined),38.3,-4.9,.,-4.5,-0.9,-15.8,-1.5
O=C(O)c1ccc(NCCC2=CCCCC2)c([N+](=O)[O-])c1,3.3,-1.8,3.9,-2.3,-3.7,0.1,-3.3
Cc1ccccc1S(=O)(=O)N[C@@H]1CC[C@H](CCn2cc(Cc3ccccc3)nn2)O[C@@H]1CO,9.6,6.7,0.2,-4.4,0.9,-6.3,0.1
COc1cc(C=C2C(=O)OC(C)(C)OC2=O)ccc1OCC(=O)Nc1ccccc1,.,-2.3,.,0.1,.,5.5,1.0
Cn1ncc2c(Nc3cccc([N+](=O)[O-])c3)ncnc21,7.7,2.1,.,2.9,.,-7.5,-2.2
C[C@@H]1CN([C@@H](C)CO)C(=O)Cc2cc(NC(=O)Cc3cn(C)c4ccccc34)ccc2O[C@H]1CN(C)Cc1ccccc1,11.7,13.7,0.0,-1.4,-3.3,-6.3,10.3
Cc1cccc(C(=O)Nc2ccccc2C(=O)Nc2ccc(C(=O)O)cc2)c1,-3.7,-2.2,.,3.5,0.1,-0.6,2.2
CN(C)c1nc(N)nc(CSc2nnnn2-c2cccc3ccccc23)n1,-14.3,.,0.1,.,0.0,.,.
C[C@H]1CCCCO[C@H](CN(C)C(=O)c2ccccc2)[C@@H](C)CN([C@@H](C)CO)C(=O)c2cc(NS(=O)(=O)c3ccccc3)ccc2O1,.,-2.3,.,-4.2,-1.0,-6.3,-1.2
COc1ccc(C(=O)NCCNC(=O)c2cnccn2)cc1,-4.5,-1.5,.,0.3,.,-2.6,0.6
CCSc1ccc([C@@H]2[C@@H]3C(=O)N(CC)C(=O)[C@@H]3[C@]3(C(=O)OC)CCCN23)cc1,-3.2,-3.0,0.6,-0.2,-4.8,-3.8,-2.8
CCCNC(=O)N1C[C@H](C)[C@@H](OC)CN(C)C(=O)c2ccc(NS(=O)(=O)CC(F)(F)F)cc2OC[C@H]1C,9.5,2.4,0.2,3.9,-0.8,-0.7,0.0
CC(C)c1nc(NCCO)c(C#N)c2c1CCCC2,10.1,-2.7,.,.,-3.4,-4.6,-3.3
CC(C)N1CCN(Cc2cnc(N3CCCC3)s2)CC1CCO (centres undefined),.,2.7,.,2.7,.,-6.0,-2.8
NC(=O)COc1ccc(S(=O)(=O)N2CCCC2)cc1,1.3,11.1,-0.1,-2.1,3.8,-2.9,7.4
COc1ccc(-c2[nH]ncc2CN2C[C@@H]3CCC[C@H]2C3)c(F)c1,-7.6,7.3,2.4,3.0,-2.3,-0.9,-0.7
CCOc1ccccc1NC(=O)C(OC(=O)c1cc(C)oc1C)c1ccccc1 (centres undefined),.,.,-0.1,4.4,.,-0.7,-0.8
FC(F)(F)c1cc(Cl)c2nc(-c3ccco3)c(Cc3ccccc3C(F)(F)F)n2c1,.,2.3,1.9,-4.1,.,-4.2,-1.2

2 compounds drawn at random from the list so far, as already listed:
structure,C2C12 statin,DENV2 CPE rescue,E-selectin induc,ERp5 block,PglD inh,S100A4 inh HTS,SIRT5 inh
COc1ccc(NC(=O)/C(=C\c2ccc(F)cc2)NC(=O)c2ccco2)cc1,3.9,2.0,-0.2,-2.5,-1.3,-1.8,.
CC(C)N1CCN(Cc2cnc(N3CCCC3)s2)CC1CCO (centres undefined),.,2.7,.,2.7,.,-6.0,-2.8

Further records follow:
structure,C2C12 statin,DENV2 CPE rescue,E-selectin induc,ERp5 block,PglD inh,S100A4 inh HTS,SIRT5 inh
CCOC(=O)/C(=C/c1c2ccccc2cc2ccccc12)NC(=O)c1ccccc1,12.3,.,.,-2.4,0.0,-1.8,-1.0
CCCCCCCCSc1n[nH]c(N)n1,.,1.1,-0.1,-1.3,.,2.1,-0.3
CN(C)CCCOC(=O)COc1ccc(Br)cc1,7.5,5.8,0.1,1.4,.,-0.5,.
COc1cccc2c1O/C(=N\O)C(C(=O)Nc1cccc(Br)c1)C2 (centres undefined),-6.2,-3.1,0.4,-0.3,5.3,-1.5,-2.0
C[C@@H]1CCCCO[C@@H](CN(C)C(=O)Nc2ccccc2)[C@@H](C)CN([C@H](C)CO)C(=O)c2cc(NS(=O)(=O)c3cn(C)cn3)ccc2O1,.,-7.1,-0.2,0.6,4.2,8.4,-4.0
C[C@@H]1CN([C@@H](C)CO)S(=O)(=O)c2ccc(-c3cccc(F)c3)cc2O[C@H]1CN(C)C,-23.1,4.8,0.1,0.0,3.6,-1.7,-1.4
CCOc1ccc(S(=O)(=O)N2CCN(C(=O)Cc3ccc(S(=O)(=O)N4CCOCC4)s3)CC2)cc1,-22.6,-1.5,-1.2,1.0,.,4.2,1.4
COc1cccc(-c2cnc3c(c2)C(=O)N([C@H](C)CO)C[C@H](C)[C@H](CN(C)S(=O)(=O)c2cccs2)O3)c1,?,.,0.5,5.9,-5.1,9.7,4.1
Cc1ccc(NC(=O)c2cnn(C)c2)cc1[N+](=O)[O-],.,2.8,.,2.0,.,1.8,-4.4
CC1(C)NC(=O)N(CC(O)COc2cccc(F)c2)C1=O (centres undefined),-13.1,1.6,0.4,8.1,-1.8,-1.9,.
C[C@@H]1CN([C@@H](C)CO)C(=O)c2cc(NC(=O)CCC(F)(F)F)ccc2O[C@@H](C)CCCCO[C@H]1CN(C)Cc1ccc(C(F)(F)F)cc1,-8.9,0.4,0.0,-3.4,16.4,-1.5,8.6
Cc1noc(C)c1NC(=O)Nc1ccc2c(c1)C(=O)N([C@@H](C)CO)C[C@@H](C)[C@@H](CN(C)C(=O)NC1CCCCC1)OCCCC[C@@H](C)O2,.,11.0,-0.4,1.3,0.1,-18.1,-1.7
O=C(CSc1ccc(-c2cccnc2)nn1)N1CCCCC1,.,-5.7,0.7,6.2,-6.6,-6.4,-1.3
COc1ccc(NC(=O)N(C)C[C@H]2OCCCC[C@@H](C)Oc3ccc(NC(=O)CCCN(C)C)cc3C(=O)N([C@@H](C)CO)C[C@@H]2C)cc1,.,15.6,-0.1,0.8,-1.0,0.7,-7.2
O=[N+]([O-])c1ccccc1S(=O)(=O)NCc1ccco1,.,.,.,2.5,.,2.3,-5.3
COc1ccc(OS(=O)(=O)c2c(C)noc2C)cc1,.,2.2,-0.4,-0.6,0.5,-4.0,-7.1
